KCNK3 block = human KCNK3 channel inhibition, primary screen | B-score at 10 µM | 0.84% of 340,000 active | O14649 | CHO-KCNK3 thallium flux, FluxOR fluorescence; hits give low values;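 active = B-score under library mean minus 4 SD, starting fluorescence ratio at most library mean plus 5 SD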;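 also: more negative B-score means stronger inhibition of thallium flux through KCNK3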
Target sequence (O14649 whole entry, looked up): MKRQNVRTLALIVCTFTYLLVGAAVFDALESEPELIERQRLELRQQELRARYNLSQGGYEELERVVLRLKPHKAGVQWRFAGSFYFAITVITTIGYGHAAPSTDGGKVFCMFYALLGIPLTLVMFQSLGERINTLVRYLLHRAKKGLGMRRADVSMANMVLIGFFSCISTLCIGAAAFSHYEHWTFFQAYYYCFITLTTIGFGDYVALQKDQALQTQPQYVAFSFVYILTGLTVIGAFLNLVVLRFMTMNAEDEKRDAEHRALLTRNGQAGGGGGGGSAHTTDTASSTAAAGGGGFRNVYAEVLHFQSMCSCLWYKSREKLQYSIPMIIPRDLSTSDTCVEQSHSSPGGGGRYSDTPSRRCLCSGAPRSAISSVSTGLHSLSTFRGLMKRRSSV
GSK3 alpha inh = human GSK-3 alpha kinase inhibition. AID 2650. 0.1% of 320,000 active. ADP-Glo luminescence, 60 min. inhibition, % at 10 µM. P49840;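 in the data active = inhibition above about 50%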;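 also: GST-tagged GSK-3 alpha with peptide substrate and 25 µM ATP; 0% = DMSO neutral wells and 100% = GW8510 positive control wells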
Target sequence (P49840 whole entry, looked up): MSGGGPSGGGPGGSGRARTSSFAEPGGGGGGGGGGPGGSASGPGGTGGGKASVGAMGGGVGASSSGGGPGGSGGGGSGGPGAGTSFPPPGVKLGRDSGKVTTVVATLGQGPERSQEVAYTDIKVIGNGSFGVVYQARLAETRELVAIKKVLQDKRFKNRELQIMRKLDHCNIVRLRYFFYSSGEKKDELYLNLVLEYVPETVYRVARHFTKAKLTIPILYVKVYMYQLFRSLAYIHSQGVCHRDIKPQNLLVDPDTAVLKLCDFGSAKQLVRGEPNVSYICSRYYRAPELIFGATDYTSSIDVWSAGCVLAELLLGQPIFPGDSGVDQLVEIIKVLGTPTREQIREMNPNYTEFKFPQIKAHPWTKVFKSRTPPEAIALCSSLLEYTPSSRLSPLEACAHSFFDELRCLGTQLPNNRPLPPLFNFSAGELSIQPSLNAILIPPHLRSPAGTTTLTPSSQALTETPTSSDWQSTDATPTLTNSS
RGS4 act = RGS4 potentiation or activation; HEK293 M3R/inducible RGS4, carbachol calcium flux Fluo4; hits give low values; B-score at 10 µM; 0.92% of 310,000 active; AID 463111;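 active = B-score of the integrated calcium signal more than 4 SD below the library mean, with starting fluorescence not abnormally high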;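 also: negative B-score means reduced calcium response which marks RGS4 activation or potentiation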
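Material: Inducible-RGS4 HEK293 cells carrying M3 receptor; also added: carbachol at ECmax as muscarinic agonist stimulus; incubation: compound preincubation 20 min at room temperature before agonist; signal: Fluo4-AM (2 µM) calcium-flux fluorescence, kinetic read; measure: integrated calcium ratio converted to B score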
KCNQ1 block = blocks the human KCNQ1 potassium channel; P51787; CHO-K1 KCNQ1, FluxOR thallium flux fluorescence; hits give high values; B-score at 10 µM; 1.3% of 310,000 active;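 active = compounds whose thallium flux B-score, printed positive for inhibition, exceeds three library SD while starting fluorescence stays within three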;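 also: channel opened by potassium depolarization with thallium stimulus after 20 min compound exposure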
KCNQ1 pot = human KCNQ1 channel potentiation or activation | CHO-K1 KCNQ1, thallium flux FluxOR fluorescence; hits give high values | 0.35% of 310,000 active | B-score at 10 µM | P51787;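 active = fluorescence ratio B-score, a plate-corrected score, at least three library SD, with initial intensity B-score within 5 SD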
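assay system = CHO-K1 cells stably expressing KCNQ1 | medium = assay buffer, equal DMSO in all wells | timing = 37 °C overnight plating, 90-min dark dye load, 20-min compound pretreatment | measured by = kinetic FluxOR thallium fluorescence, 10-s 1-Hz baseline, 110-s post-stimulus read | measure = fluorescence change relative to baseline, converted to B score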
KCNK9 block = human KCNK9 channel inhibition; Q9NPC2; HEK293 KCNK9, FluxOR thallium flux fluorescence; hits give low values; B-score at 10 µM; 1.2% of 310,000 active;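 active = ratio B-score over 3 SD below the library mean, with starting fluorescence within 5 SD of its mean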;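 also: negative B-score means less thallium flux so channel inhibition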
GSK3beta inhib = blocks human GSK3beta kinase activity; P49841; GST-GSK3beta kinase, ADP-Glo luminescence, 60 min; hits give low values; activity score (negative = inhibition), % at 10 µM; 0.038% of 300,000 active;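 active = more than half of replicate wells score below -50%, meaning over 50% inhibition versus plate controls; inconclusive = some replicates but at most half score below -50%; inactive = no replicate scores below -50%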;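 also: 0% = median DMSO wells and -100% = median GW8510 positive control wells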
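Test system: GST-tagged human GSK3beta kinase, cell-free; evaluation: activity score scaled between in-plate DMSO and GW8510 controls; measured by: ADP-Glo luminescence; incubation: 60 min reaction, RT; benchmarks: DMSO and 20 µM GW8510; reagent: peptide substrate plus 25 µM ATP (final); medium: Tris/MgCl2 kinase buffer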
hERG protect = hERG (human) protection from proarrhythmic block; Q12809; CHO-hERG, FluxOR thallium flux, dofetilide IC70 present; activation (rescue from dofetilide block), less the hit threshold, % at 10 µM; 0.51% of 310,000 active;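 active = activation above the mean of controls blocked by dofetilide plus 5 SD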;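 also: thallium influx through hERG after potassium depolarization seen as dye fluorescence rise; in these data hits start at about 4.7%; inactives centre near -7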
PolyA inhibitor = yeast polyadenylation inhibition; S. cerevisiae SKY197-pL101 polyadenylation reporter, beta-gal luminescence; efflux-impaired pdr1/pdr3 knockout yeast; score 100 = 6 SD above DMSO; calls only at 12 µM; 0.02% of 300,000 active;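 active = lowest replicate activity score at least 50, where 100 means six control SD above control mean; inconclusive = lowest score under 50 but half or more replicates reach 50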;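 also: yeast exposed to compound for 9 h at 30 °C; higher score means more reporter readthrough which indicates perturbed polyadenylation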
Dyrk1A ADPGlo = inhibitors of rat Dyrk1A kinase. Q63470. 0.43% of 310,000 active. inhibition, % at 12.5 µM. ADP-Glo luminescence, NFATc1 peptide; in the data active = inhibition above about 50%;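 also: plate controls were vehicle with enzyme for no effect and no enzyme for full effect; many of its hits are not listed in these tables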
HDAC3 inhib = blocks human histone deacetylase 3 | O15379 | recombinant HDAC3, fluorogenic peptide/trypsin coupled, fluorescence | inhibition, % at 8.3 µM | 0.15% of 320,000 active | AID 2718; in the data active = inhibition above about 26%, passing the limit was not always enough; inconclusive = no clear call, values can overlap the other calls
* = called active by the depositor; i = inactive; ? = inconclusive; / = no result given.

SMILES	KCNK3 block	GSK3 alpha inh	RGS4 act	KCNQ1 block	KCNQ1 pot	KCNK9 block	GSK3beta inhib	hERG protect	PolyA inhibitor	Dyrk1A ADPGlo	HDAC3 inhib
CCc1ccc(NC(=O)NNC(=O)c2ccc3ccccc3c2O)cc1	i	-3	i	i	i	i	1	-12	i	2	-6
O=C(c1ccccc1)c1ccc(OCC(O)CN2CCCC2)cc1 (stereo unspecified)	i	1	i	i	i	i	0	-14	i	0	-4
COc1cc(/C=N/n2cnc3scc(-c4cccs4)c3c2=O)cc(OC)c1OC	i	2	i	i	i	i	-2	-3	i	-3	/
O=C(COc1ccc2ccccc2c1)NCC1CCCO1 (stereo unspecified)	i	-3	i	i	i	i	2	-7	i	-4	1
COc1ccc(OC)c2[nH]c(=O)c(CCNC(=O)C(C)(C)C)cc12	i	0	i	i	i	i	1	-6	i	3	3
CCOC(=O)c1c(C)[nH]c(N=Nc2ccc(C)cc2)c1C	i	-1	i	i	i	i	-2	-5	i	-2	10
C[N+](C)(CC#Cc1ccccc1)CC(=O)c1ccc(Cl)cc1	i	4	i	i	i	i	0	-4	i	-4	5
CCOC(=O)c1c(C)c(C(=O)Nc2cc(F)ccc2F)c(C)n1C	i	1	i	i	i	i	2	-4	i	5	3
Cc1nc2ccccc2c(=O)n1/N=C/c1ccc(F)cc1	i	0	i	i	i	i	1	-4	i	1	-5
Cn1c(SCC(=O)c2ccc3c(c2)OCCO3)nnc1C1CC1	i	-2	i	i	i	i	0	-12	i	2	?
CSc1ncccc1C(=O)OCC(=O)N1CCN(S(=O)(=O)c2ccc(C)cc2C)CC1	i	-2	i	i	i	i	/	-6	i	0	7
CC(=O)Nc1ccc(/C=N/NC(=O)CNS(=O)(=O)c2ccccc2)cc1	i	1	i	i	i	i	3	-9	i	0	2
CCN(CC(=O)Nc1c(F)cccc1F)C(=O)c1ccc(NC(=O)CC2SC(N3CCCC3)=NC2=O)cc1 (stereo unspecified)	i	0	i	i	i	i	-3	-12	i	-3	3
CCN1C(=O)/C(=C/C=C2\N(CC)c3cc(S(=O)(=O)N(C)C)ccc3N2c2ccccc2)SC1=S	i	16	i	i	i	i	-3	-15	/	1	0
CCc1ccc(NC(=O)Cn2ccn(-c3cccc(Cl)c3)c(=O)c2=O)cc1	i	-4	i	i	i	i	-3	-8	i	16	3
O=C(CCC(=O)c1cccs1)c1cccs1	i	-1	i	i	i	i	-3	-12	i	7	1
Cc1ccc(C(c2sc3nc(C)nn3c2O)N2CCN(CCO)CC2)cc1 (stereo unspecified)	i	-2	i	i	i	i	-2	-5	i	-4	-5
CC(C)c1nc(SCC(=O)N2CCCCCC2)c2c(=O)n(C)c(=O)n(C)c2n1	i	2	i	i	i	i	1	-24	i	-2	0
O=C(CSc1nnc(-c2ccc(C(F)(F)F)cn2)o1)Nc1cccc(Cl)c1	i	-3	i	i	i	i	1	-6	i	12	4
O=C(NCC1CCCN(C(=O)Cc2ccccc2Cl)C1)c1ccc(F)cc1 (stereo unspecified)	i	6	i	i	i	i	2	-8	i	1	-4
COc1ccccc1NS(=O)(=O)c1ccc(Br)s1	i	-4	i	i	i	i	-1	-19	i	4	0
O=C(CSc1ccc(-c2ccccc2)nn1)N1CCN(c2ccccc2)CC1	i	-2	i	i	i	i	-2	-10	i	0	-6
COc1cc(C(=O)NC2CCN(Cc3ccccc3)CC2)cc(Cl)c1OC	i	-2	i	i	i	i	1	-3	i	0	2
COc1ccc(N2CCN(C(=O)c3ccccc3NC(=O)c3ccccc3)CC2)cc1	i	-4	i	i	i	i	0	-9	i	16	-3
CCOc1ccc(NC(=O)CN(c2ccc(C)cc2)S(=O)(=O)c2c(C)nn(C)c2C)cc1	i	0	i	i	i	i	-1	-7	i	4	0
CN(CC(CC(=O)Nc1nncs1)c1ccccc1)S(=O)(=O)c1ccc(Br)cc1 (stereo unspecified)	i	1	i	i	i	i	2	-14	i	2	13
Cc1cc(=O)oc2c(C)c(OC(C)C(=O)NC(Cc3c[nH]c4ccc(O)cc34)C(=O)O)ccc12 (stereo unspecified)	i	-2	i	i	i	i	4	-6	i	6	2
COc1cccc(CNC(=O)CCS(=O)(=O)Cc2ccc(C)cc2)c1	i	-1	i	i	i	i	0	-9	i	-1	8
CC1CN(CCOCCOc2ccccc2-c2ccccc2)CC(C)O1 (stereo unspecified)	i	1	i	i	i	i	1	-8	i	10	-2
COc1ccccc1-n1cnc2cc(C(=O)N3CCOCC3)ccc21	i	-1	i	i	i	i	1	-8	i	-5	4
COC(C[C@H]1O[C@H]1C(=O)[C@H](C)OCc1ccccc1)OC	i	-5	i	i	i	i	1	-4	i	33	7
CCOC(=O)C1(Cc2cccc(Cl)c2)CCCN(C(=O)c2cc(C)[nH]n2)C1 (stereo unspecified)	i	0	i	i	i	i	2	-11	i	8	-11
CC(C)(C)c1ccc(OCC(=O)OCCNC(=O)c2cccnc2)cc1	i	-2	i	i	i	i	-1	-8	i	4	5
CC(Cn1cncn1)C(=O)N1CCN(S(=O)(=O)c2ccccc2)CC1 (stereo unspecified)	i	-3	i	i	i	i	/	-9	i	-4	-3
CCOC(=O)C1(S(=O)(=O)c2ccc(Cl)cc2)CCN(Cc2ccc(C)cc2)CC1	i	4	i	i	i	i	1	-18	i	-9	1
Brc1ccc(Nc2nc3ccccc3n3nnnc23)cc1	/	-4	i	i	i	i	3	-3	i	/	-5
C=CCNC(=O)c1ccc(Sc2ccc(C)cc2)c([N+](=O)[O-])c1	i	2	i	i	i	i	-1	-2	i	9	-1
CCCCOc1ccc(OCCCC)c2c1NC1(N2)C(=O)N(C(C)=O)c2ccccc21	i	0	i	i	i	i	3	-7	i	8	2
Cc1ccc(NC(=O)CCC(=O)NNC(=O)C(C)(C)C)c(C)c1	i	-2	i	i	i	i	1	-13	i	-2	-3
Cc1cccn2c(=O)c3cc(C(=O)NCC4CCCO4)c(=N)n(CCc4ccccc4)c3nc12 (stereo unspecified)	i	-1	i	i	i	i	-1	-17	i	-8	-33
O=C(CSc1nc2ccccc2[nH]1)Nc1c(F)cccc1F	i	-1	i	i	i	i	1	-6	i	2	0
Cc1cc2c(c(=O)n1Cc1ccc3c(c1)OCO3)C(c1cccnc1)C(C#N)=C(N)O2 (stereo unspecified)	i	6	i	i	i	i	2	-17	/	11	-3
S=C(Nc1ccc(Br)cc1Cl)N1CCN(c2ccccn2)CC1	i	-1	i	i	i	i	1	-5	i	7	-3
O=C(Cc1ccccc1)NCc1ccccn1	i	-3	i	i	i	i	1	-6	i	5	5
O=S(=O)(Cc1ccccc1)NCC1CCCN(Cc2ccc3nonc3c2)C1 (stereo unspecified)	i	1	i	i	i	i	0	-12	i	0	1
CCC(C)NS(=O)(=O)c1ccc(OCC(=O)N2CCCCC2)cc1 (stereo unspecified)	i	-1	i	i	i	i	-1	-2	i	-2	-2
CCOC(=O)Cn1c(=O)oc2cc(S(=O)(=O)N3CCn4c3nc3ccccc34)ccc21	i	-3	i	i	i	i	-1	-18	i	1	-4
Cn1nnnc1SCC(=O)NCc1ccco1	i	-3	i	i	i	i	3	-12	i	-2	-2
O=C1/C(=C/c2cccc([N+](=O)[O-])c2)CCc2ccccc21	i	1	i	i	i	i	-2	-9	i	8	-4
Cc1cccc(C(=O)NC(=S)N2CCc3ccccc3C2)c1	i	-7	i	i	13*	i	-5	21*	i	0	1
CN(C)CCNC(=O)C1CCCNC1=O (stereo unspecified)	i	-1	i	i	i	i	0	-10	i	-7	-3
Cc1nc2ccc([N+](=O)[O-])cc2s1	i	-1	i	i	i	i	6	-7	i	2	3
O=C1OCCC1Sc1nnc(-c2ccco2)o1 (stereo unspecified)	i	-5	i	i	i	i	1	-8	i	/	-1
N#CC1=C(N)Oc2n[nH]c(-c3cccnc3)c2C1c1ccc([N+](=O)[O-])o1 (stereo unspecified)	i	4	i	i	i	i	-8	-8	i	5	10
CC(C)CNS(=O)(=O)c1ccc(S(=O)(=O)N2CCN(CCC#N)CC2)cc1	i	-3	i	i	i	i	1	-8	i	15	-1
CCOc1cc(/C=C2\NC(=O)NC2=O)ccc1OC(C)C(=O)O (stereo unspecified)	i	1	i	i	i	i	2	-6	i	4	0
COC(=O)C1CCN(C(=O)Cc2c(OC)ccc3cc(Br)ccc23)CC1	i	1	i	i	i	i	0	-16	i	-2	2
CCC(CC)C(=O)Nc1cccc(-c2ccc3nncn3n2)c1	i	6	i	i	i	i	-3	-1	i	8	?
O=C(CCC(=O)c1cccs1)OCC(=O)N1CCN(C(=O)c2ccco2)CC1	i	1	i	i	i	i	5	-5	i	-5	8
CCN(CC)C(=O)CSc1nnc(SCc2ccc(Cl)cc2)s1	i	-1	i	i	i	i	3	-13	i	-8	-6

In the list so far, these contain a furan ring, fused or not.
SMILES	KCNK3 block	GSK3 alpha inh	RGS4 act	KCNQ1 block	KCNQ1 pot	KCNK9 block	GSK3beta inhib	hERG protect	PolyA inhibitor	Dyrk1A ADPGlo	HDAC3 inhib
Cn1nnnc1SCC(=O)NCc1ccco1	i	-3	i	i	i	i	3	-12	i	-2	-2
O=C1OCCC1Sc1nnc(-c2ccco2)o1 (stereo unspecified)	i	-5	i	i	i	i	1	-8	i	/	-1
N#CC1=C(N)Oc2n[nH]c(-c3cccnc3)c2C1c1ccc([N+](=O)[O-])o1 (stereo unspecified)	i	4	i	i	i	i	-8	-8	i	5	10
O=C(CCC(=O)c1cccs1)OCC(=O)N1CCN(C(=O)c2ccco2)CC1	i	1	i	i	i	i	5	-5	i	-5	8

More compounds follow.
SMILES	KCNK3 block	GSK3 alpha inh	RGS4 act	KCNQ1 block	KCNQ1 pot	KCNK9 block	GSK3beta inhib	hERG protect	PolyA inhibitor	Dyrk1A ADPGlo	HDAC3 inhib
Cc1ccc2cc(NC(=O)c3cccc(F)c3)ccc2n1	i	-1	i	i	i	i	-28	-7	i	/	-1
COc1ccccc1NC(=O)Nc1nnc(CC(=O)Nc2ccccc2C)s1	i	-7	i	i	i	i	1	-9	i	1	6
COC(=O)c1cc(-c2ccc(Br)cc2)on1	i	-4	i	i	i	i	2	-11	i	1	-1
CCS(=O)(=O)N1CCC(C(=O)NCc2cc(OC)ccc2OC)CC1	i	-1	i	i	i	i	0	-3	i	30	/

Screening results deposited in PubChem BioAssay by several laboratories.

The list is partial; rates above refer to the full screens.
